# Compound activity from PubChem.
# CHO parental Ca: ATP-evoked calcium signal inhibitors, parental CHO, primary screen, counter-screen for OX1R antagonist project, cell-based, fluorescence, Fluo-8 calcium dye; parental CHO-K1, ATP-induced calcium, Fluo-8 fluorescence; hit rate 0.63% among 330,000; AID 463079, 2010; inhibition, % at 5.6 µM;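 active means inhibition above that plate's mean sample inhibition plus 3 SD, cut at about 26% in these data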;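 further: 0% = ATP-challenged DMSO wells and 100% = DMSO wells without ATP; some compounds past the cut are filed as inactive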
#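 Measured by: calcium-sensitive Fluo-8 fluorescence / Test system: CHO parental line / Controls: ATP-challenged DMSO wells low, unchallenged DMSO wells high / Measure: % inhibition / Compound: single nominal dose of 5.6 µM per compound / Replicates: single well per compound, no replicates / Reagent: ATP as calcium-mobilizing challenge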
# CHO-K1 Ca antag: nonselective inhibitor or artifact in parental CHO-K1 cells. hit rate 0.6% among 360,000. AID 602250. ATP-induced calcium, Fluo-8 fluorescence. inhibition, % at 3 µM;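 active means inhibition above a per-plate cutoff, the plate's mean sample inhibition plus 3 SD, cut at about 24% in these data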;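 further: 0% = DMSO plus EC80 ATP and 100% = DMSO alone without ATP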
# M1 antag: human M1 muscarinic receptor antagonists, primary screen, CHO-K1 cells, Fluo-8 calcium fluorescence, 1536-well | Muscarinic acetylcholine receptor M1 (Homo sapiens), P11229 | CHO-K1 hM1, ACh EC80 antagonist | inhibition, % at 3 µM | hit rate 1.3% among 360,000 | AID 588852, 2011;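 active means percent inhibition above its own plate's cutoff, namely the mean of that plate's compound wells plus 3 SD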;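 further: peak over basal fluorescence ratio during 140 s after agonist addition; 0% = ACh EC80 plus DMSO and 100% = DMSO alone without agonist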
# Target sequence (P11229 whole entry, looked up): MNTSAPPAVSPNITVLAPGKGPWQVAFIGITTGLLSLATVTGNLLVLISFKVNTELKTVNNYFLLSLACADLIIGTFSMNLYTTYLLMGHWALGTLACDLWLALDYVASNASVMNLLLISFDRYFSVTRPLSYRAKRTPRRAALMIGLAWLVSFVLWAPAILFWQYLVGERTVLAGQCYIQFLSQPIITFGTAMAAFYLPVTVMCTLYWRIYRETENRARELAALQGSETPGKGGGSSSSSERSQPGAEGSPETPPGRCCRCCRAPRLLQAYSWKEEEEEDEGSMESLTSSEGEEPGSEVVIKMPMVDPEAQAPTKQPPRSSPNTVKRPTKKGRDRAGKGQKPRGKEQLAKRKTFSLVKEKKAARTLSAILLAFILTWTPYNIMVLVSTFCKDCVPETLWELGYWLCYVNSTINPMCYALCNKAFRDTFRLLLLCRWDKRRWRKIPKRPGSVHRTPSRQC
# CHRM1 PAM: human M1 muscarinic receptor positive allosteric modulators, primary screen, CHO-K1 cells, Fluo-8 calcium fluorescence, 1536-well; AID 588819, 2011; hit rate 0.088% among 360,000; activation, % at 3 µM; CHO-K1 hM1, ACh EC20; 0% = ACh EC20, 100% = maximal ACh; in the data active means activation above about 19%, passing the limit was not always enough
# TAAR1 agonist: human TAAR1 agonists, primary screen, Fluo-8 calcium fluorescence, CHO RD-HGA16 cells. vehicle wells 0%, saturating PEA agonist 100%. activation, % at 3 µM. hit rate 0.99% among 360,000. AID 624467, 2012;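 active means activation above the mean activation of all test compounds in the run plus 3 SD, cut at about 38% in these data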
# Target sequence (Q96RJ0 whole entry, looked up): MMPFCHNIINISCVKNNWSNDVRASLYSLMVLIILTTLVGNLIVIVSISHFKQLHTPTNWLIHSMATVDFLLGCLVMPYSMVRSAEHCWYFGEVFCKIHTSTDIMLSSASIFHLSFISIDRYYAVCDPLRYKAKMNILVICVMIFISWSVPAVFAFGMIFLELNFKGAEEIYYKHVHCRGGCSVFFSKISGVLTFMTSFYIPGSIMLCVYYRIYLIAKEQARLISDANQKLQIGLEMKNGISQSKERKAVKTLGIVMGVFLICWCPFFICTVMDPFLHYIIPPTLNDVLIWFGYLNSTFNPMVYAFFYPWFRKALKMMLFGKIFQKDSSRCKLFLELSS
#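 Benchmarks: low control DMSO, high control PEA (EC100); System: CHO RD-HGA16 cells carrying human TAAR1 plus Gα16; Detection: Fluo-8 fluorescence, 5 s baseline then 140 s kinetic read; Schedule: 17-24 h plating, Fluo-8 75 min 37 °C, 30 min RT; Read-out basis: % activation from peak over basal fluorescence ratio, DMSO-to-PEA scaled.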
# M1 ag parental: counter-screen for M1 agonists: effect in parental CHO-K1 cells; Fluo-8 calcium fluorescence; scaled to maximal ATP response, vehicle zero; activation, % at 3 µM; hit rate 0.48% among 360,000; AID 602248, 2012; in the data active means activation above about 15%;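 further: untransfected CHO-K1 host cells lacking M1 receptor as counterscreen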
# TAAR1 antag: human TAAR1 antagonists, primary screen, Fluo-8 calcium fluorescence, CHO RD-HGA16 cells. AID 624466, 2012. hit rate 1.5% among 360,000. inhibition, % at 3 µM. antagonist;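 active means inhibition above a per-plate cutoff, the mean inhibition of test compounds on that plate plus 3 SD, cut at about 49% in these data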;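 further: 0% = DMSO plus EC80 beta-PEA response and 100% = DMSO alone without agonist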
#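 test system = CHO RD-HGA16 cells bearing hTAAR1 | replication = singlicate | controls = DMSO-only wells and EC80 β-PEA-stimulated wells | reagent = EC80 β-phenethylamine stimulus | read-out basis = percent inhibition of PEA-evoked calcium signal, max/basal emission ratio | schedule = seeding 17-24 h prior, 75-min 37 °C, 30-min RT dye loading | signal = kinetic Fluo-8 calcium fluorescence measurement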
# M1 PAM parental: nonselective calcium activators in parental CHO-K1 cells, primary screen, counter-screen for M1 PAM project, cell-based, Fluo-8 calcium fluorescence, full deck, 1536-well; ATP EC20; 0% at ATP EC20, 100% at ATP max; hit rate 0.02% among 360,000; AID 602247, 2012; activation, % at 3 µM;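 active means activation above the run cutoff, the mean activation of all test compounds plus 3 SD, cut at about 40% in these data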;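 further: peak over basal fluorescence ratio in a 140 s read after ATP addition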
# M1 ag: human M1 muscarinic receptor agonists, primary screen, Fluo-8 calcium fluorescence, CHO-K1 cells, HTS; Muscarinic acetylcholine receptor M1 (Homo sapiens), P11229; CHO-K1 hM1, agonist mode; 0% DMSO, 100% acetylcholine EC100; hit rate 0.33% among 360,000; activation, % at 3 µM;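 active means activation above the run's mean compound activation plus 3 SD, cut at about 16% in these data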;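 further: peak over basal fluorescence ratio within a 140 s kinetic read after compound addition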
# Starred values were filed as active, the others as inactive; · = not tested or not shown.
SMILES,CHO parental Ca,CHO-K1 Ca antag,M1 antag,CHRM1 PAM,TAAR1 agonist,M1 ag parental,TAAR1 antag,M1 PAM parental,M1 ag
CN(CCNC(=O)C1(O)c2ccccc2NC(=O)N1c1ccccc1)Cc1ccccc1 (stereo not drawn),-6.5,-10.9,-1.6,4.6,6.1,0.4,-7.4,16.6,-3.1
Cc1cc2c(cc1S(=O)(=O)C(C)CC(=O)NCc1ccco1)OCC(=O)N2 (stereo not drawn),1.3,-11.8,-14.0,8.1,1.0,1.2,-16.2,2.7,-1.5
CSCCC(NC(=O)/C(=C\c1ccco1)NC(=O)c1ccco1)C(=O)O (stereo not drawn),-3.0,-13.6,-17.8,8.7,-0.4,0.3,5.7,22.7,-2.1
Cc1c(C(=O)Nc2ccccc2)sc2nc[nH]c(=O)c12,3.4,1.8,-2.0,-1.5,0.5,1.6,4.4,4.4,-7.8
CCOC(=O)C1=C(C)NC(C)=C(C(=O)OCC)C1c1cccs1,-19.2,-3.9,-2.5,0.6,-2.2,-0.1,-10.1,2.3,-8.5
COc1ccc(-c2csc(C(C#N)=C(O)CSc3nccn3C)n2)cc1OC,·,-13.1,-3.1,7.7,4.6,-0.1,24.8,12.7,2.0
O=C(NCc1n[nH]c(=S)n1-c1ccc(Br)cc1)c1ccc(S(=O)(=O)N2CCCCC2)cc1,-4.4,5.1,-19.7,19.2,2.1,-0.1,6.7,8.8,-4.4
Cc1noc(C)c1COC(=O)CCCc1c[nH]c2ccccc12,-8.7,-9.9,-13.8,-3.2,2.8,1.0,20.2,9.9,-2.8
CCOC(=O)c1c(N)sc(C(O)(C(F)(F)F)C(F)(F)F)c1-c1ccccc1,-11.7,3.5,5.0,-1.5,3.9,0.1,13.6,5.7,-3.1
CCNC(=O)CC1C(=O)N(CC)C(=S)N1NC(=O)c1cccnc1 (stereo not drawn),4.6,-8.8,3.4,-1.5,1.1,1.4,-15.7,7.9,-3.0
CCCCCn1c(C(Cc2ccccc2)NC(=O)COC)nc2ccccc21 (stereo not drawn),-11.4,1.0,-11.2,2.3,-0.9,0.1,-10.4,14.0,-6.0
CCCOc1ccc(NC(=O)OC2CCN(C)CC2)cc1,-4.8,-0.3,-4.4,-5.8,1.4,0.7,4.9,4.7,-10.8
COc1ccc(CN2C[C@@H](CO)O[C@@H](n3cnc4c(N5CCN(c6ccccc6)CC5)ncnc43)C2)cc1,·,1.1,3.1,-13.7,8.9,9.5,27.7,8.4,3.5
COc1cc2c(cc1OC)CN(C(=O)c1ccc(S(=O)(=O)N3CCCCCC3)cc1)CC2,-21.6,-9.3,-12.0,6.4,-0.9,1.5,-22.9,22.2,-8.3
O=C(NCCc1cccs1)c1ccc(Cl)cc1,-10.9,-4.4,-12.4,4.7,78.6*,0.3,46.8,11.8,-2.6
COc1ccc(-c2ccc(OC)cc2C(=O)O)cc1,-8.2,1.8,-3.6,3.5,3.3,0.0,-14.6,-1.7,-0.9
COc1cccc(C(=O)NCC2(c3ccccc3)CCCC2)c1,-7.7,-19.3,3.0,-6.3,2.2,-0.7,5.5,2.0,-13.1
CCCCN(CC)S(=O)(=O)c1ccc(C(=O)Nc2nnc(-c3ccccc3Cl)o2)cc1,-1.3,-1.6,-22.2,-3.6,·,0.1,·,15.4,-3.2
CCN1C(=O)[C@H]2[C@@H](c3ccc(OC)cc3)N[C@]3(CCCN(CCC(C)C)C3=O)[C@H]2C1=O,·,1.6,-5.0,3.3,2.2,0.4,-9.2,14.5,-3.1
CCOC(=O)C1CCN(S(=O)(=O)CCNC(=O)c2cccc(OC)c2)CC1,-5.8,-0.2,11.3,-0.1,2.9,0.3,-25.1,-12.5,-2.6
NC(=O)c1nsc(C(=O)N(CC(=O)NCc2ccco2)c2ccccc2F)c1N,-13.8,-0.4,11.4,-3.3,6.7,1.9,0.0,10.5,-2.7
Cc1ccc(Sc2c(C=O)c3ccccc3n2C)cc1,16.9,14.5,4.0,-1.5,-0.4,-0.2,22.5,-5.8,-3.9
CC(C)NC(=O)NNc1c(Cl)cncc1Cl,-6.8,-2.0,4.2,3.6,2.1,2.5,-6.1,2.2,-1.8
Oc1ccc2c(c1)C1CCCC1(N1CCOCC1)O2 (stereo not drawn),-2.0,-5.4,-15.9,2.2,6.1,-0.2,9.1,11.9,-2.8
Cc1occc1-c1nnc(SCC(=O)N2CCOCC2)n1CCc1ccccc1,-0.1,-1.0,-7.7,-2.4,3.6,0.0,3.8,-0.5,-2.7
O=C(NC1=NCCS1)C12CC3CC(CC(C3)C1)C2,-13.8,-6.6,-6.0,6.4,1.0,0.4,-14.5,0.5,-10.6
O=C(CSc1nnnn1C1CCCCC1)NCc1cccs1,-10.7,-11.8,-11.7,8.9,1.7,-0.6,-1.6,6.8,-0.8
COc1cc(OC)c(CN2CCc3c([nH]c4ccccc34)C2)cc1Br,-11.9,-6.9,-4.5,0.3,25.6,1.3,7.0,19.3,-7.7
COc1ccc(NC(=O)NNC(=O)COc2ccc3ccccc3c2)cc1,1.4,-10.6,20.3,-3.1,0.5,0.5,-4.1,19.4,-2.3
CCOC(=O)c1ccc(NC(=O)C2CC(=O)N=C(N)S2)cc1 (stereo not drawn),1.1,9.4,14.1,0.2,5.7,-0.4,-6.3,-3.3,-1.8
CCOC(=O)c1ccc2[nH]c3c(c2c1)CCCC3NC=O (stereo not drawn),-9.3,-5.7,-23.5,19.6,5.6,0.8,7.2,17.5,0.0
O=c1[nH]c(/C=C/c2ccccc2OC(F)F)nc2c1cnn2-c1ccccc1,-16.9,-4.9,-6.3,-1.1,4.8,0.3,0.8,0.6,-6.5
CCOc1cccc(N(C(=O)c2ccco2)C(C(=O)NC2CCCC2)c2cccnc2)c1 (stereo not drawn),-14.7,-1.8,-4.2,6.3,1.0,0.8,-10.5,-5.9,-4.2
CCc1cc(=O)oc2c(C)c(OCC(=O)NC3CC(C)(C)NC(C)(C)C3)ccc12,-10.9,-11.5,8.1,-8.0,·,-0.7,·,7.3,-5.2
Cc1cccc(-n2c(N)cc(=O)[nH]c2=S)c1,-14.3,-2.4,1.6,2.9,0.4,0.1,2.0,0.9,-2.7
COC(=O)Cn1c(=NC(=O)c2sc3ccccc3c2Cl)sc2cc(S(N)(=O)=O)ccc21,15.7,11.5,-9.4,10.4,2.4,-0.3,-7.3,2.4,-1.5
CCOC(=O)n1c(=O)n(Cc2ccc(Cl)cc2Cl)c2ccccc21,-26.3,-20.4,-8.3,4.2,1.3,0.3,-26.2,19.9,-4.8
COc1ccc(/C=N/Nc2nc(Nc3ccccc3)nc(N3CCCCC3)n2)cc1OC,-2.4,1.3,20.2,-7.3,5.6,2.2,43.3,12.9,-2.6
CCSc1nnc(NC(=O)Cn2cnc3ccccc3c2=O)s1,-8.2,-20.5,-6.8,5.9,2.0,0.6,-1.9,22.3,-0.2
Cc1ccc2nc3c(cc(C(=O)NCc4ccccc4)c(=N)n3CCCn3ccnc3)c(=O)n2c1,·,-11.9,-12.2,3.5,1.1,0.5,-10.0,22.3,-8.4
Cc1cc(C)n(-c2cc(N3CCN(S(=O)(=O)c4ccc(Br)cc4)CC3)ccc2[N+](=O)[O-])n1,-17.9,1.7,0.8,-2.3,2.8,1.8,13.4,24.7,-6.4
COC(=O)C1=C(CN2CCN(C)CC2)NC(=O)NC1c1cc(C)ccc1C (stereo not drawn),-10.0,-24.7,-13.1,6.2,2.3,-0.1,10.0,17.6,-4.5
COc1ccc(NC(=O)CSc2nnc(Cc3cccs3)n2C)cc1,-16.3,-1.9,-9.8,7.6,0.5,0.4,-25.4,-11.3,-4.4
Fc1ccc(NC(=S)Nc2ccc(Cl)cc2)cc1,9.2,1.9,-1.1,-1.5,14.6,3.5,-15.1,10.2,2.0
COc1cc(S(=O)(=O)NCc2ccccc2)ccc1-n1cnnn1,-3.3,-2.7,0.1,0.0,1.9,2.6,3.3,3.9,-2.4

# Reprinted at random: 3 records from the list, in no set order.
SMILES,CHO parental Ca,CHO-K1 Ca antag,M1 antag,CHRM1 PAM,TAAR1 agonist,M1 ag parental,TAAR1 antag,M1 PAM parental,M1 ag
CCOC(=O)c1ccc2[nH]c3c(c2c1)CCCC3NC=O (stereo not drawn),-9.3,-5.7,-23.5,19.6,5.6,0.8,7.2,17.5,0.0
Cc1ccc2nc3c(cc(C(=O)NCc4ccccc4)c(=N)n3CCCn3ccnc3)c(=O)n2c1,·,-11.9,-12.2,3.5,1.1,0.5,-10.0,22.3,-8.4
COc1ccc(NC(=O)CSc2nnc(Cc3cccs3)n2C)cc1,-16.3,-1.9,-9.8,7.6,0.5,0.4,-25.4,-11.3,-4.4

# Further results follow:
SMILES,CHO parental Ca,CHO-K1 Ca antag,M1 antag,CHRM1 PAM,TAAR1 agonist,M1 ag parental,TAAR1 antag,M1 PAM parental,M1 ag
CCOC(=O)N1CCC(N2CCCC(C(=O)c3cc(C)c(OC)c(C)c3)C2)CC1 (stereo not drawn),-3.0,-5.2,78.3*,-27.2,1.0,0.4,-10.0,5.7,-10.7
COc1ccc(CCNC(=O)C(=O)NCC2OCCN2S(=O)(=O)c2ccc(C)cc2)cc1OC (stereo not drawn),-3.5,-0.1,-10.3,6.3,2.2,2.6,12.5,14.0,1.8
CCOC(=O)c1ccc(NC(=O)N2CCN(C(=O)c3ccco3)CC2)cc1,-5.1,1.1,-1.0,2.9,9.5,1.7,3.0,17.1,-5.5
NC(c1ccccc1)c1csc(Nc2ccc(S(N)(=O)=O)cc2)n1 (stereo not drawn),·,-8.5,-16.5,9.2,0.0,0.7,-8.0,9.7,-1.6
CCCC(O)(CCN1CCOCC1)c1ccc(Br)cc1 (stereo not drawn),-7.2,-15.2,78.3*,-27.9,3.1,0.4,-4.7,7.3,-7.1
CCOC(=O)c1ccc(NC(=O)CCc2ccc(C)o2)cc1,-3.2,-5.4,-10.3,6.7,0.2,0.4,-5.4,16.4,1.9
CCOc1ccccc1NC(=O)COC(=O)C1CCC1,-9.0,-9.2,-13.8,12.3,5.7,0.2,-25.5,14.8,0.2
CC(C)CNS(=O)(=O)c1cc(C(=O)OCC(=O)c2ccc3c(c2)OCCO3)c(Cl)cc1Cl,-1.3,15.2,4.2,-8.4,4.7,1.0,30.3,7.1,-7.0
COCCN(C(=O)COC(=O)c1ccc(-c2ccccc2)cc1)c1c(N)n(Cc2ccccc2)c(=O)[nH]c1=O,·,-16.1,-3.0,7.3,15.6,-0.1,-4.8,4.1,-2.3
